Assay outcomes as filed in PubChem.
P. falciparum M17LAP = P. falciparum M17LAP inhibitors, primary screen, biochemical, fluorogenic H-Leu-NHMec substrate, 1536-well (AID 1619). actives 0.38% (n = 220,000). recombinant M17LAP, H-Leu-NHMec fluorogenic kinetic assay; higher % means a stronger effect. inhibition, % at 30 µM, or IC50 in µM where a hit was titrated;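 active = compound inhibiting the enzyme by more than half at any dose during confirmatory dose-response retesting; inconclusive = strong single-dose inhibitors picked by rank but not retested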;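 also: plate controls were full reaction with DMSO carrier for no effect and no enzyme background for full effect; strong numbers were not always called active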
KOR beta-arrestin-1 = KOR agonists, beta-arrestin recruitment, primary screen, cell-based, luminescence, uHTS (AID 1777); KOR beta-arrestin recruitment, luminescence; higher % means a stronger effect; one-dose activation, % at 10 µM; EC50 in µM for titrated hits; actives 0.02% (n = 280,000); in the data active = activation above about 50%, passing the limit was not always enough; also: a part of the inactive calls stands beside numbers as strong as those of hits
P. falciparum M1AAP = malaria alanyl aminopeptidase activity blockers – biochemical, fluorogenic H-Leu-NHMec substrate, 1536-well (AID 1445). actives 0.42% (n = 220,000). inhibition, % at 30 µM; hits with a dose series show IC50 in µM. recombinant M1AAP, H-Leu-NHMec fluorogenic kinetic assay; higher % means a stronger effect;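 active = primary inhibition above the hit cutoff, then over 50% inhibition at one or more dose response concentrations, cut at about 23% in these data, passing the limit was not always enough; inconclusive = conflicting primary data, or primary hits not chosen for dose response; inactive = low primary inhibition, or under 50% at every dose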;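 also: plate controls were DMSO full reaction for no effect and no enzyme background for full effect; strong numbers were not always called active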
NOD2 inhibition = NOD2 signaling inhibitors, cell-based, luminescence, uHTS, HEK293 (AID 1566). HEK293 NOD2/NF-kB luciferase reporter, luminescence; higher % means a stronger effect. inhibition, % at 4 µM; hits with a dose series show EC50 in µM. actives 0.63% (n = 290,000); also: many of its hits are not listed in these tables
KOR beta-arrestin-2 = KOR antagonists, beta-arrestin recruitment, cell-based, luminescence, uHTS (AID 1778); one-dose inhibition, % at 10 µM; IC50 in µM for titrated hits; actives 0.091% (n = 290,000); KOR beta-arrestin recruitment, luminescence, antagonist mode; higher % means a stronger effect; also: strong numbers were not always called active
Dynein transport = blocks dynein driven cargo transport along microtubules | z-score, hits read low | AID 1381 | 3617.4 mouse cells, GR-EGFP nuclear translocation imaging; test concentration mostly 20 µM; stimulated with dexamethasone, 1 µM; hits give low values | actives 0.47% (n = 220,000);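 active = plate z-score of nuclear minus cytoplasmic receptor signal below a set negative limit, without overly bright fluorescence or cell loss, cut at about -3.5 in these data, passing the limit was not always enough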;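 also: z-score of nuclear minus cytoplasmic ring GR-EGFP intensity difference per well; some compounds called inactive have numbers as strong as hits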
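Schedule: 48 h induction, then 1 h compound, then 30 min agonist, 37 °C. Buffer or medium: tetracycline-free induction medium containing charcoal-stripped FBS. Reagent: 1.0 µM final dexamethasone stimulus. Evaluation: nuclear versus cytoplasmic GR-EGFP signal, averaged per well. Signal: high-content fluorescence imaging after fixation.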
AID2073 = inhibitors of Mint1-CaV2.2 protein interaction, biochemical, HTRF (AID 2073) | HTRF protein-protein interaction, Mint1-CaV2.2; higher % means a stronger effect | one-dose inhibition, % at 20 µM; IC50 in µM for titrated hits | actives 0.19% (n = 290,000); in the data active = inhibition mostly above about 51%, no sharp cut-off; inconclusive = no clear call, values can overlap the other calls; inactive = mostly below about 53%; also: some results filed as inactive read as strong as hits
NOD1 inhibition = inhibition of NOD1-driven NF-kB reporter – cell-based, luminescence, uHTS, primary screen (AID 1578); NOD1-driven NF-kB luciferase reporter cells, luminescence; higher % means a stronger effect; actives 1% (n = 290,000); one-dose inhibition, % at 4 µM; EC50 in µM for titrated hits; in the data active = inhibition mostly above about 36%, no sharp cut-off; inactive = mostly below about 34%;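 also: HEK-293T reporter cells stimulated with the NOD1 agonist gamma-tri-DAP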
GPR55 activation = selective activators of receptor GPR55 – imaging, U2OS cells, beta-arrestin-GFP redistribution, primary screen (AID 1961) | U2OS GPR55 beta-arrestin-GFP redistribution imaging; higher % means a stronger effect | activation, % at 10 µM; hits with a dose series show EC50 in µM | actives 0.048% (n = 290,000);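 active = activation above 40% with more than 50 cells counted in the well; inconclusive = wells holding fewer than 50 cells, flagged as toxic or sparse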;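 also: U2OS osteosarcoma cells stably expressing GPR55 and beta-arrestin-GFP; plate controls were DMSO negative control for no effect and LPI positive control for full effect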
Dynein transport cytoplasmic EGFP = second read-out of Dynein transport, no call of its own (marks repeat the call); z-score; measured here: cytoplasmic GR-EGFP intensity; hits give high values
Dynein transport nuclear GR-EGFP = further read-out of Dynein transport, marked with its call; z-score; measured here: nuclear GR-EGFP intensity;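 lower value marks the stronger effect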
Dynein transport cell count = further read-out of Dynein transport, marked with its call; z-score; measured here: cell count per field
* = called active by the depositor; u = inconclusive; x = not tested or not shown; [ ] = another dose, or the depositor's remark. Rule as the data show it, unless noted: active = inhibition above about 50%; inactive = the rest.

Below each compound: P. falciparum M17LAP	KOR beta-arrestin-1	P. falciparum M1AAP	NOD2 inhibition	KOR beta-arrestin-2	Dynein transport	Dynein transport cytoplasmic EGFP	Dynein transport nuclear GR-EGFP	Dynein transport cell count	AID2073	NOD1 inhibition	GPR55 activation
- O=C(Nc1ccncc1)c1ccc(-c2ccccc2)cc1
  -2%	0.4%	5%	18%	-38%	0.27	0.13	0.32	-0.24	15%	40%	-0.3%
- Cc1cccc(-n2ccc(=O)c(C(=O)Nc3ccc(S(=O)(=O)Nc4onc(C)c4C)cc3)n2)c1
  x	7.0%	x	8%	1%	x	x	x	x	9%	3%	-0.1%
- CCN(Cc1cnn(C)c1)C(=O)C1CCC(=O)N(CCc2ccc(OC)cc2)C1 (centres undefined)
  x	-0.9%	x	6%	-1%	x	x	x	x	-17%	-31%	-0.1%
- CC(=O)Oc1ccc(C(=O)Nc2cccc3c2CCCC3)cc1
  x	-5.0%	x	6%	10%	x	x	x	x	-3%	6%	-0.1%
- Cc1nn(S(=O)(=O)N(C)C)c(C)c1CN1C(=O)c2ccccc2C1=O
  -11%	1.2%	-7%	6%	12%	0.36	-0.26	0.47	0.27	-2%	-9%	-0.2%
- COc1ccc(NS(=O)(=O)/C=C/c2ccccc2)cc1
  6%	-0.8%	5%	17%	8%	-1.4	-0.28	-1.1	1.6	3%	4%	0.9%
- CC(=O)N1CCN(C(=O)CCc2nnc(CCCCc3ccccc3)o2)CC1
  8%	x	7%	8%	-38%[20 µM]	-0.0038	-0.26	-0.27	0.89	6%	-22%	-0.1%
- COc1cc(C(CCN2CCCCC2)c2c(OC)cc(OC)c3c(-c4ccccc4)cc(=O)oc23)cc(OC)c1OC (centres undefined)
  -3%	-0.2%	4%	4%	15%	-0.93	2.1	-0.43	-4.1	-4%	2%	-0.2%
- COC(=O)c1c(NC(=O)CCC(=O)O)sc2c1CCCCC2
  30%	-0.6%	3%	13%	20%	-0.39	-0.29	-0.35	0.94	-8%	-5%	0.1%
- CC(=O)c1cc(-c2ccccc2)n(CC(=O)N2CCC(N3CCCCC3)CC2)c1C
  5%	-2.7%	2%	-8%	17%	0.13	0.046	0.32	-0.5	-3%	-14%	-0.3%
- COc1cc(/C=N/NC(=O)CCc2n[nH]c(=O)[nH]c2=O)ccc1O
  19%	-3.2%	7%	4%	-8%	-0.24	-0.22	-0.13	-0.08	9%	-22%	-0.2%
- COCCNC(=O)C1CC(=O)N(CCc2ccccc2)C1 (centres undefined)
  9%	-0.3%	0%	9%	-25%	0.56	-0.39	0.05	-0.19	5%	-3%	-0.1%
- O=C1CC(C(=O)Nc2ccc(O)c(C(=O)O)c2)C(c2ccccc2)O1 (centres undefined)
  -88%	-5.6%	11%	11%	7%	-0.68	0.044	0.13	-0.56	2%	2%	-0.1%
- CCN(C)c1ccc(/C=N\n2nnnc2N)cc1
  -10%	1.0%	20%	-135%	-47%	-0.93	0.49	0.1	-0.41	7%	-41%	0.2%
- Cc1ccc(CN2CCc3[nH]c(=O)[nH]c(=O)c3C2)cc1
  9%	-2.4%	-1%	21%	-20%	0.94	-0.21	0.6	0.14	4%	-15%	0.2%
- CCCCOc1ccc(NC2=NC3(CCCCC3)N=C(N)N2)cc1
  19%	-0.6%	10%	-13%	119%	-1	-0.26	-0.75	1.8	1%	-19%	-0.1%
- CCOc1ccccc1N1CCN(CC(=O)NC(=O)NCc2ccco2)CC1
  7%	-9.3%	1%	0%	15%	0.18	-0.25	-0.24	1.3	14%	-12%	-0.4%
- Cc1ccccc1C(=O)NNC(=O)c1cccc([N+](=O)[O-])c1
  6%	5.0%	1%	-3%	-13%	-0.65	-0.33	-0.34	0.56	-8%	-20%	-0.3%
- CCN(CC(=O)NC(C)(C)C)C(=O)c1ccc2c(c1)S(=O)(=O)c1ccccc1C2=O
  17%	-0.4%	-2%	0%	-15%	-0.93	-0.21	-0.73	0.74	2%	-20%	-0.3%
- COc1cccc2c(=O)c(C(=O)O)c[nH]c12
  4%	4.3%	6%	-14%	-19%	-0.73	0.41	-0.21	0.65	10%	-2%	0.0%

The final two entries of the part above come first, to join the parts.
Below each compound: P. falciparum M17LAP	KOR beta-arrestin-1	P. falciparum M1AAP	NOD2 inhibition	KOR beta-arrestin-2	Dynein transport	Dynein transport cytoplasmic EGFP	Dynein transport nuclear GR-EGFP	Dynein transport cell count	AID2073	NOD1 inhibition	GPR55 activation
- CCN(CC(=O)NC(C)(C)C)C(=O)c1ccc2c(c1)S(=O)(=O)c1ccccc1C2=O
  17%	-0.4%	-2%	0%	-15%	-0.93	-0.21	-0.73	0.74	2%	-20%	-0.3%
- COc1cccc2c(=O)c(C(=O)O)c[nH]c12
  4%	4.3%	6%	-14%	-19%	-0.73	0.41	-0.21	0.65	10%	-2%	0.0%
- CC1(C)CC(=O)c2c(n(S(=O)(=O)c3ccccc3)c3ccc(NS(=O)(=O)c4ccccc4)cc23)C1
  -8%	3.9%	-2%	17%	8%	0.5	-0.21	0.6	-1	14%	22%	-0.2%
- Cc1cc([N+](=O)[O-])nn1CC(=O)c1ccccc1
  -4%	-6.9%	-16%	10%	1%	-0.8	-0.35	-0.033	0.83	-3%	-10%	0.1%
- Cc1c(OC(C(=O)O)c2ccccc2)ccc2c3c(c(=O)oc12)CCC3 (centres undefined)
  x	1.8%	x	-1%	-22%	x	x	x	x	10%	-6%	-0.1%
- COc1ccccc1CNC(=O)c1csc2c1CCCC2
  9%	-4.8%	-3%	6%	-8%	-0.36	-0.2	-0.18	0.84	u	-22%	0.6%
- Cc1ccsc1C1Nc2ccccc2-c2nc3ccccc3n21 (centres undefined)
  -47%	-2.8%	9%	-54%	-7%	-0.83	-0.24	-0.37	1.2	17%	-35%	0.3%
- O=C(N/N=C/c1cc([N+](=O)[O-])ccc1O)C1CC1
  12%	0.6%	16%	13%	-3%	0.45	-0.22	0.12	-0.54	-8%	-2%	1.0%
- CCOC(=O)c1c(C)[nH]c(C)c1C(=O)COC(=O)c1ccc(OC)c(OC)c1
  14%	-6.3%	8%	4%	7%	0.74	-0.24	0.29	0.23	-7%	-23%	0.3%
- COCCNC(=O)CN(c1ccc(OC)c(OC)c1)S(=O)(=O)c1ccc(C)cc1
  9%	0.9%	0%	8%	3%	-0.22	-0.19	-0.16	0.77	7%	2%	-0.2%
- O=C(CCc1nnc(-c2ccc3c(c2)OCO3)o1)NC(c1cccnc1)C(F)(F)F (centres undefined)
  13%	x	-2%	2%	-32%[20 µM]	0.42	-0.062	-0.068	-1.3	13%	-11%	-0.1%
- COc1cccc(NC(=O)CSc2nnc(-c3cc(-c4ccccn4)nc4ccccc34)o2)c1
  7%	0.9%	3%	18%	-9%	-0.56	-0.14	0.0016	0.084	-1%	14%	-0.2%
- COCCNc1nnc(SC(C)C(=O)Nc2ccc(-c3nc4ccc(C)cc4s3)cc2)s1 (centres undefined)
  12%	-0.4%	14%	-80%	-49%	-0.61	-0.035	-0.23	-0.25	8%	-30%	-0.2%
- Cc1ccc(C)c(NC(=S)NC(NC(=O)OCc2ccccc2)C(Cl)(Cl)Cl)c1 (centres undefined)
  8%	4.1%	5%	-26%	-2%	-0.52	-0.19	-0.071	0.67	-18%	-29%	-0.1%
- COc1ccc(OCC(O)CN(C)C(=O)C(C)Oc2ccccc2)cc1 (centres undefined)
  x	0.7%	x	2%	-36%[20 µM]	x	x	x	x	-3%	-61%	-0.3%
- Cc1oc(=O)c(NC(=O)c2cccc(Cl)c2)cc1C(=O)c1ccccc1
  5%	1.2%	10%	-27%	-24%	-0.45	-0.06	-0.53	0.059	-9%	-6%	-0.1%
- Cc1cc(C)nc(NC(=O)Cc2ccc([N+](=O)[O-])cc2)c1
  19%	0.4%	-5%	20%	x	0.42	0.48	0.3	-0.86	0%	-16%	-0.4%
- CCC(CC)C(=O)Nc1ccc(C(=O)c2ccccc2)cc1
  16%	1.4%	12%	6%	1%	-0.91	-0.34	-0.78	1.2	4%	-4%	0.3%
- O=C(O)c1cc(-c2ccc(-c3ccc(F)cc3)o2)nc2ccccc12
  x	1.8%	x	-55%	-3%	x	x	x	x	14%	-59%	-0.1%
- O=C(NCCc1ccc(Cl)cc1)C1COc2ccccc2O1 (centres undefined)
  x	4.9%	x	0%	-6%	x	x	x	x	10%	-26%	-0.2%
- Cc1ccc(-c2c(C#N)c(N)n(-c3ccccc3)c(=O)c2C#N)cc1
  2%	5.7%	-15%	15%	-2%	1.8	-0.17	2.3	-2.2	-2%	14%	0.2%
- CSC1=NCCN1C(=O)c1ccc2ccccc2c1
  0%	-0.7%	3%	12%	20%	-0.29	-0.24	0.69	-0.86	8%	-6%	0.1%

4 entries out of the list above, arranged by the number in P. falciparum M1AAP, low to high.
SMILES,P. falciparum M17LAP,KOR beta-arrestin-1,P. falciparum M1AAP,NOD2 inhibition,KOR beta-arrestin-2,Dynein transport,Dynein transport cytoplasmic EGFP,Dynein transport nuclear GR-EGFP,Dynein transport cell count,AID2073,NOD1 inhibition
Cc1ccc(-c2c(C#N)c(N)n(-c3ccccc3)c(=O)c2C#N)cc1,2%,5.7%,-15%,15%,-2%,1.8,-0.17,2.3,-2.2,-2%,14%
CCN(CC(=O)NC(C)(C)C)C(=O)c1ccc2c(c1)S(=O)(=O)c1ccccc1C2=O,17%,-0.4%,-2%,0%,-15%,-0.93,-0.21,-0.73,0.74,2%,-20%
Cc1ccsc1C1Nc2ccccc2-c2nc3ccccc3n21 (centres undefined),-47%,-2.8%,9%,-54%,-7%,-0.83,-0.24,-0.37,1.2,17%,-35%
CCCCOc1ccc(NC2=NC3(CCCCC3)N=C(N)N2)cc1,19%,-0.6%,10%,-13%,119%,-1,-0.26,-0.75,1.8,1%,-19%

A portion of the library; the hit share may differ from the screen's.
